# Screening results (PubChem BioAssay)
# IL1B secr inh: inhibitors of inflammasome signaling (IL-1 beta secretion); THP-1 LPS/ATP IL-1B secretion, AlphaLISA, 16 h; hits give low values; activity change, % at 57.5 µM; 360,000 tested, 4.7% active; AID 743279; in the data active = activity change below about -50%; inconclusive = mostly about -30% to -49%; note: % is set by controls: 0 for no effect and ±100 for the full control effect
#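 Secreted IL-1B measured by AlphaLISA bead assay after 16 h compound exposure of THP-1 cells; compounds (final up to 57.5 uM) added 1 h before LPS (250 ng/mL) and ATP (1.25 mM) stimulation; lower signal means less secretion.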
# MCF10A rereplic: DNA re-replication induction in MCF 10a cells. AID 624296. MCF 10A DNA re-replication, Hoechst nuclear intensity, 48 h. Potency, µM (titrated, usually from 46.1 µM), without a hit: at the highest dose activity, positive = re-replication, actives largely listed as activators. 350,000 tested, 2.9% active; note: potency is the fitted concentration of half-maximal effect; % of control where 0% means no effect; nearly all actives have a fitted effect of over 50% in size
# SW480 rerep: inducers of DNA re-replication in SW480 colon cancer cells; 340,000 tested, 1.8% active; Potency, µM (doses to about 46.1 µM), for inactives: top-dose re-replication activation, usual class: activators; SW480 DNA re-replication, Hoechst DNA content imaging, 48 h; AID 624297; note: potency is the fitted concentration of half-maximal effect; % of control where 0% means no effect; nearly all actives have a fitted effect of over 55% in size
#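 First, 250 cells per well were seeded. Next, compound or vehicle (23 nL) was pinned in, plates sat 48 hr at 37 C. Finally Hoechst was added for 40 min before fluorescence scanning.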
# D3 ag: agonists of human D3 dopamine receptor. max activation, %. 410,000 tested, 0.58% active. D3R DiscoveRx beta-arrestin cells, luminescence, 90 min. AID 652048. P35462; in the data active = max activation above about 30%; note: 0% is about no effect; mostly tested at two doses, the higher about 12 µM
# Target sequence (P35462 whole entry, looked up): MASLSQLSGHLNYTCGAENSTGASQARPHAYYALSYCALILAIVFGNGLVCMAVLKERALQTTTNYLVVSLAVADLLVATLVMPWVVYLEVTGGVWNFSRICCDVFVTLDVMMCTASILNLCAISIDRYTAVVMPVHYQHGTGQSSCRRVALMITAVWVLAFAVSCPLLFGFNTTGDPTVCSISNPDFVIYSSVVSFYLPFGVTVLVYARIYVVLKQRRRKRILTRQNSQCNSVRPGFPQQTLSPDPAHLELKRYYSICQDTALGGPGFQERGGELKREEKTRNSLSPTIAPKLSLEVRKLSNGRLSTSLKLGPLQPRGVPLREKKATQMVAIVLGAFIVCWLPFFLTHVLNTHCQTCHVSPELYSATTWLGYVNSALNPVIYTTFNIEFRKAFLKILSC
#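 Agonist mode: compounds and dopamine controls were applied to plated cells for 90 min at 37 degrees C after an overnight attachment at 1500 cells/well. Luminescent read-out followed 30 - 60 minutes at room temperature with DiscoveRx detection reagent.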
# HEK293 tox: cytotoxicity counter-screen for GLP-1 receptor inverse agonists | HEK293 cAMP-luciferase reporter cells, luminescence, 24 h | Potency, µM (titrated, usually from 38.3 µM), without a hit: top-dose activity change, negative = inhibition, usual class: inhibitors | 410,000 tested, 0.13% active;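 note: loss of luciferase light is scored as toxicity; potency is the fitted concentration of half-maximal effect; % is set by controls: 0 for no effect and ±100 for the full control effect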
#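 Compound-treated cells are incubated 24 hr at 37 deg C under 5% CO2 after a 12 hour attachment period, then luciferase detection reagent is added and luminescence is measured following 12 min at room temperature; lowered signal indicates toxicity.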
# KB-3-1 tox: kills parental KB-3-1 adenocarcinoma cells; Potency, µM (top dose mostly 46.1 µM), inactives show top-dose activity change, negative = cytotoxic, actives largely listed as cytotoxic; KB-3-1 viability, CellTiter-Glo ATP luminescence, 72 h; 400,000 tested, 1.4% active; AID 1347075; note: potency is the fitted concentration of half-maximal effect; % is set by controls: 0 for no effect and ±100 for the full control effect; nearly all actives have a fitted effect of over 60% in size
#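 Parental KB-3-1 adenocarcinoma cells in phenol-red-free DMEM with 10% FBS were pin-treated with compounds at several concentrations, incubated 72 h at 37 °C, and viability read by CellTiter-Glo luminescence; concentration-effect curves were fitted after normalization.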
# KB-V1 cytotox: kills drug-selected multidrug resistant KB-V1 cells; Potency, µM (top dose mostly 46.1 µM), inactives show at the top dose activity change, negative = cytotoxicity, hits mostly cytotoxic; 400,000 tested, 3.4% active; AID 1347076; KB-V1 MDR cells viability, CellTiter-Glo, 72 h; note: potency is the fitted concentration of half-maximal effect; % is set by controls: 0 for no effect and ±100 for the full control effect; nearly all actives have a fitted effect of over 60% in size
#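 Potencies derive from concentration-effect curves fitted to normalized luminescence (CellTiter-Glo) of KB-V1 cells treated for 72 h at 37 degrees C in phenol-red-free DMEM containing 10% FBS.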
# HT1080NT lethal: kills 2HG-producing HT-1080-NT fibrosarcoma cells; Potency, µM (series often up to 46.1 µM), inactives show top-dose activity, negative = less viability, most hits filed as cytotoxic; HT-1080-NT fibrosarcoma viability, CellTiter-Glo ATP luminescence, 48 h; 360,000 tested, 1.6% active;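 note: NT is the 2HG producing partner of a matched IDH1 knockdown line; potency is the fitted concentration of half-maximal effect; 0% = DMSO-treated cells and -100% = media-only wells without cells; nearly all actives have a fitted effect of over 55% in size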
#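 Viability of the 2HG-overproducing fibrosarcoma line after 48 hours of compound exposure at 37 degrees C was determined by luminescence with CellTiter-Glo, and concentration-effect curves were then fitted and categorized.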
# HT1080 IDH1KD tx: kills HT-1080 cells with IDH1 knockdown. 360,000 tested, 2% active. Potency, µM (titrated, usually from 46.1 µM), for the others: at the highest dose activity, negative = toxicity, actives largely listed as cytotoxic. HT-1080 IDH1 knockdown viability, ATP luminescence, 48 h;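 note: potency is the fitted concentration of half-maximal effect; 0% = DMSO wells and -100% = cell-free medium wells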
#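 % activity derives from luminescence (CellTiter-Glo), normalised to DMSO and no-cell wells. HT-1080-IDH1KD cells, 750/well, had 48 h compound exposure at 37 °C.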
# Active calls of the source: *; ? = inconclusive; / = not tested or not shown; [ ] = dose if it differs, or a comment. Unless noted, calls come from the whole dose curve; as a rule, active = well fitted curve in the direction sought with a large enough effect; inconclusive = small, poorly fitted or top-dose-only effect, or another doubt; inactive = no such curve, though single readings can be large; an effect the other way counts as inactive or inconclusive.
SMILES,IL1B secr inh,MCF10A rereplic,SW480 rerep,D3 ag,HEK293 tox,KB-3-1 tox,KB-V1 cytotox,HT1080NT lethal,HT1080 IDH1KD tx
COCCNC(=O)c1onc(CSc2ccccc2F)c1C(=O)O,15,-10%,-3%,4,0%,2%,-13%,0%,3%
CC(Cc1ccccc1)N/C=C1\CC(=O)NC1=O (stereo unspecified),23,-6%,2%,5,-8%,1%,-3%,3%,5%
Cc1c(/C(O)=C2/C(=O)C(=O)N(Cc3cccnc3)C2c2ccccn2)cnn1-c1ccccc1 (stereo unspecified),-8,0%,-23%,-1,0%,-5%,-20%,4%,19%
COc1ccc(NC(=O)CC23CC4CC(CC(C4)C2)C3)cn1,7,6%,1%,1,-1%,-7%,-25%,-3%,-6%
Cc1ccc(C)c(NC(=O)Cn2c(=O)n(CCCS(=O)(=O)C3CCCCC3)c(=O)c3ccccc32)c1,/,/,/,-3,-14%,?,-1%,/,/
COc1ccc(NC(=S)SC)cc1OC,38,1%,-4%,0,-13%,0%,-17%,-3%,-1%
CC1CCN(Cc2c(C(=O)N/N=C/c3ccc(C(F)(F)F)cc3)nnn2-c2nonc2N)CC1,-5,?,?,2,-28%,-8%,-10%,?,26µM*
COc1ccc(/C=C2/C(=O)N(c3ccccc3)N=C2C)cc1Br,-5,?,?,-14,-2%,-2%,3%,-3%,-4%
CN(C)S(=O)(=O)c1ccc(C(=O)NCCN=C2NS(=O)(=O)c3ccccc32)cc1,2,8%,-9%,4,-1%,1%,2%,23%,2%
CCCc1cc(=O)oc2c(CN(CC)CC)c(O)c(Cl)cc12,12,16%,?,19,236%[activator],15%,-12%,3%,-1%
COc1ccc(/C=C2\SC(=O)N(CCNC(=O)C3CC4C=CC3C4)C2=O)cc1 (stereo unspecified),-4,16%,0%,1,-6%,0%,?,-4%,-7%
C=CCOc1ccc(/C=C/C(=O)N2CCCN(S(=O)(=O)c3c(C)noc3C)CC2)cc1,-21,?,0%,7,-5%,-7%,0%,3%,5%
C[C@@H](CO)NC(=O)c1ccc2c3n(nc2c1)-c1ccccc1CO3,-11,6%,-21%,1,-50%,-12%,-10%,?,-27%
O=C(CSc1ccc(Cl)cc1)NCC1CCCO1 (stereo unspecified),0,1%,1%,5,4%,10%,16%,14%,11%
COc1ccc(C2C3=C(CC(C)(C)CC3=O)Nc3cc4c(cc32)OCO4)cc1 (stereo unspecified),-60*,4%,-7%,1,-5%,-4%,-5%,6%,15%
O=C(O)c1cc([N+](=O)[O-])c(NCc2cccnc2)c([N+](=O)[O-])c1,9,-9%,2%,3,6%,-2%,0%,-6%,-2%
O=C(c1ccc([N+](=O)[O-])s1)N1CCN(c2ccc(C(F)(F)F)cn2)CC1,15,-4%,-27%,16,-18%,-18%,-15%,-12%,-15%
COc1ccc(-c2cc(C(=O)Nc3c(C)nn(Cc4ccccc4Cl)c3C)no2)cc1,-11,10µM*,8%,4,6%,1%,-1%,2%[9.24 µM],-21%
Cn1c(=O)c(=O)n(C)c2cc(S(=O)(=O)CCC(=O)NCc3ccccc3)ccc21,3,0%,-6%,3,3%,5%,16%,9%,1%
CC(C)NC(=O)C1=CC(c2ccc3c(c2)OCO3)=NS(=O)(=O)N1C,/,/,/,-1,6%,2%,5%,/,/
CCOC(=O)C1=C(C)NC(=S)NC1c1ccsc1 (stereo unspecified),-8,2%,-4%,-1,-3%,-2%,7%,6%,9%
COc1cccc(C(=O)N2CCOCC2)c1OC,-4,0%,-10%,11,17%,21%,4%,5%,4%
COc1cc(C2Oc3ccccc3C=C2[N+](=O)[O-])cc(OC)c1OC (stereo unspecified),-104*,?,?,0,-21%,?,?,5.8µM*,5.8µM*
CSCC[C@H](NC(=O)Nc1cccc(C(F)(F)F)c1)C(=O)O,20,-5%,-3%,5,2%,0%,24%,14%,7%
COc1ccc(C2C3=C(CC(C)(C)CC3=O)N(C)C3=C2C(=O)CC(C)(C)C3)cc1,-15,1%,9%[1.84 µM],2,/,-1%,?,20%,13%
COc1cc(C(=O)N2CCN(S(=O)(=O)c3cccs3)CC2)cc(OC)c1C,?,-2%,-9%,-7,0%,-6%,-23%,-1%,-1%
O=C(Nc1cc(F)ccc1F)c1ccc2c(=O)n3c(nc2c1)CCC3,-14,/,/,-2,-8%,-7%,1%,2%,12%
CCOC(=O)CN(C(=O)Cn1nnc2ccccc21)C(C(=O)NCCOC)c1ccccc1 (stereo unspecified),27,11%,-2%,-2,-3%,20%,3%,15%,10%
CCn1c2ccccc2c2cc(/C=N/NC(=O)c3ccccc3C)ccc21,51,4.6µM*,13µM*,-16,?,21µM*,5.2µM*,15µM*,21µM*
CCc1n[nH]c(=O)n1Cn1c(CC)n[nH]c1=O,2,-3%,1%,-12,-6%,2%,15%,10%,4%
COC(=O)c1ccc(SCc2ccccc2)nc1,0,0%,-2%,-8,-2%,-5%,9%,3%,7%
COc1cccc(C(=O)NCCSCc2ccccc2Cl)c1,0,-1%,-7%,0,5%,0%,-17%,-1%,2%
CCNC(=O)N1CCN(C(=O)NCC)CC1,3,-3%,18%,3,7%,11%,?,4%,1%
Cc1noc(C)c1S(=O)(=O)N1CCCC(C(=O)Nc2ccc(C(C)C)cc2)C1 (stereo unspecified),/,/,/,-9,-14%,-1%,-6%,/,/
CC(C)(C)OC(=O)N1CCC(NC(=O)c2nc[nH]c2C(=O)NCC(=O)OCc2ccccc2)CC1,-15,?,0%,69*,-1%,-9%,15%,-10%,-3%
CCOC(=O)C(NC(C)=O)(Nc1ccc(S(=O)(=O)Nc2cc(C)nc(C)n2)cc1)C(F)(F)F (stereo unspecified),1,0%,-1%,7,1%,10%,4%,20%,4%
CCOC(=O)C1=C(CNCc2ccc(C)cc2)NC(=O)NC1c1cc(C)ccc1C (stereo unspecified),7,-2%,1%,23,-13%,4%,17%,1%,-10%
COc1ccc(/C=C/C(=O)OCC(=O)N2c3ccccc3CC2C)cc1OC (stereo unspecified),6,/,/,0,2%,-1%,18%,9%,6%
COc1ccc(-c2csc(Cc3nc(O)cs3)n2)cc1,-96*,?,?,-2,?,-4%,1%,-20%,-15%
Cc1ccc(-c2nn(CCC(=O)O)cc2/C=C\C(=O)c2ccc(Br)cc2)cc1,-25,30%,?,0,-20%,?,8%,-16%,?
Cc1nnc(SC(C)C)n(N)c1=O,14,-4%,1%,11,4%,3%,12%,0%,11%
COC(=O)c1cccc(NC(=O)c2cnn(C)c2)c1,-7,-1%,-11%,6,0%,3%,-8%,27%,12%
Cc1nc(SCC(=O)N(CC(C)C)C2CCS(=O)(=O)C2)c2c(C)c(C)sc2n1 (stereo unspecified),4,2%,-6%,0,-16%,?,3.7µM*,-6%,-11%
COc1ccc(C(=O)c2ccccc2)c(OCC(=O)NC2CC2)c1,10,-1%,-6%,-4,-1%,-15%,-9%,-4%,-14%
O=C(OCCOCCN=C1NS(=O)(=O)c2ccccc21)C1CC(=O)N(c2ccccc2)C1 (stereo unspecified),15,-2%,-2%,6,-1%,?,17%,0%,7%
CC(=O)Oc1cc2c(cc1Cl)C(c1cccs1)CC1(CC(C)(C)NC(=S)N1)O2 (stereo unspecified),24,-4%,26%,1,2%,?,3%,-16%,-16%
O=C(CC(c1ccccc1)C1CCCCC1=O)c1ccco1 (stereo unspecified),15,-4%,1%,0,-2%,-4%,-23%,3%,-10%
O=C(O)CC12CC3CC(C1)CC(n1ncc(N4CCC5(CC4)OCCO5)c(Cl)c1=O)(C3)C2,12,-4%,-5%,4,4%,5%,1%,5%,8%
Cn1c(N)cc(=O)n(Cc2ccccc2)c1=O,23,-11%,-6%[9.22 µM],-5,0%,-2%,3%,5%,9%
N#C/C(=C/c1ccc(-c2ccc(Br)cc2)o1)C(=O)NC1CCCCC1,-55*,18µM*,?,10,30%,-9%,-7%,-15%,-25%

# Remaining list, next part
SMILES,IL1B secr inh,MCF10A rereplic,SW480 rerep,D3 ag,HEK293 tox,KB-3-1 tox,KB-V1 cytotox,HT1080NT lethal,HT1080 IDH1KD tx
Cc1ccc(-n2ncc(C(=O)NCCc3ccccc3)c2C2CCN(C(=O)OC(C)(C)C)CC2)c(C)c1,/,/,/,-2,-4%,?,0%,/,/
CC(=O)c1cccc(S(=O)(=O)N2CCC(n3nnc4cc(F)ccc43)CC2)c1,36,1%,-2%,-4,-12%,1%,-21%,-18%,-10%
COc1ccccc1N(C)S(=O)(=O)c1ccc(C(=O)Nc2nccs2)cc1,-8,10%,-9%,-5,0%,4%,-16%,-8%,-8%
COc1cc(NC(=O)COC(C)=O)cc(OC)c1OC,8,9%,-5%,-3,1%,-5%,-11%,-1%,-1%
Cc1ccc(S(=O)(=O)N2C(=O)CCC2C(=O)NCc2ccco2)cc1 (stereo unspecified),14,-6%,-2%,-2,1%,0%,-8%,1%,7%
CCN1C(=O)[C@H]2[C@@H](c3ccc(C)cc3)N[C@]3(CCCN(Cc4ccc(OC)cc4)C3=O)[C@H]2C1=O,12,/,/,-3,3%,-3%,-2%,11%,0%

# Full records from above:
# CC(=O)c1cccc(S(=O)(=O)N2CCC(n3nnc4cc(F)ccc43)CC2)c1 is entered as IL1B secr inh: 36; MCF10A rereplic: 1%; SW480 rerep: -2%; D3 ag: -4; HEK293 tox: -12%; KB-3-1 tox: 1%; KB-V1 cytotox: -21%; HT1080NT lethal: -18%; HT1080 IDH1KD tx: -10%
# CCN1C(=O)[C@H]2[C@@H](c3ccc(C)cc3)N[C@]3(CCCN(Cc4ccc(OC)cc4)C3=O)[C@H]2C1=O is entered as IL1B secr inh: 12; MCF10A rereplic: /; SW480 rerep: /; D3 ag: -3; HEK293 tox: 3%; KB-3-1 tox: -3%; KB-V1 cytotox: -2%; HT1080NT lethal: 11%; HT1080 IDH1KD tx: 0%
